VLA-4 inh = inhibition in a human VLA-4 binding assay. P13612. VLA-4 expressing cells, ligand binding flow cytometry. inhibition, % (about 7 µM as worked out from the volumes in the protocol). 0.2% of 330,000 active; in the data active means inhibition above about 50%
MCL1-BIM inh = MCL1-BIM-BH3 interaction inhibition (human) | AID 2057 | GST-MCL1 / FITC-Bim-BH3 fluorescence polarization | Q07820 | 0.68% of 320,000 active | inhibition, % at 10.9 µM;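 active means inhibition above the mean inhibition of all tested compounds plus 3 SD, set per campaign, cut at about 40% in these data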;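 further: 0% = DMSO wells and 100% = unlabeled Bim-BH3 peptide control; higher means more loss of mP so more displacement of Bim peptide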
GRK2 aptamer HTS = blocks RNA aptamer binding to human GRK2; bead flow cytometry, FAM-aptamer displacement from GRK2; inhibition of aptamer binding, % at 10 µM; 0.59% of 330,000 active;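 active means inhibition of aptamer binding above 40%, roughly 3 SD of noise, on plates passing a quality check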;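 further: median bead fluorescence of bound FAM aptamer so fluorescent compounds give negative values; no value below 0 was filed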
Target sequence (P25098 whole entry, looked up): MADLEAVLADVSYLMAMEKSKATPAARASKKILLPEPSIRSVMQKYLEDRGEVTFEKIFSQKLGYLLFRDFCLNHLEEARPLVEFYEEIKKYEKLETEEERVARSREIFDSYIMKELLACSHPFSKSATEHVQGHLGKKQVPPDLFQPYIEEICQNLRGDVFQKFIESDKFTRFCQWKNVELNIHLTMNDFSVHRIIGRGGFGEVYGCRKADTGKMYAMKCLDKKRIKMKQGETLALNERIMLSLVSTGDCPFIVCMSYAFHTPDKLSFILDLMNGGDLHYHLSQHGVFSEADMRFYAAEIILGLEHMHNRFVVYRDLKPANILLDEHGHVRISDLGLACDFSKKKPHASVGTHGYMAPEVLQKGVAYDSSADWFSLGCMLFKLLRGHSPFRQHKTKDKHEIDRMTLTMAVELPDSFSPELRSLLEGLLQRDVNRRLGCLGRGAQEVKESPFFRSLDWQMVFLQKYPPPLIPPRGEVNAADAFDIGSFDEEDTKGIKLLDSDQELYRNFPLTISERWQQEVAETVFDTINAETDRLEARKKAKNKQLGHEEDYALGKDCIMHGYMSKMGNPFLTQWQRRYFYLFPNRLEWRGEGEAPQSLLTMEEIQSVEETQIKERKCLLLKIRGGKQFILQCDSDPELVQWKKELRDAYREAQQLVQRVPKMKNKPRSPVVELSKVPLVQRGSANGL
Bcl-xL primary = Bcl-xL (human) inhibition. Q07817. GST-Bcl-xL / FITC-Bim BH3 peptide fluorescence polarization. inhibition, % at 10.9 µM. 0.7% of 320,000 active;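 active means inhibition above the mean of all tested compounds plus 3 SD, cutoff set per campaign, cut at about 30% in these data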;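 further: 0% = DMSO wells and 100% = unlabeled Bim-BH3 peptide competitor; inhibitors lower millipolarization by displacing the labeled peptide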
Target sequence (Q07817 whole entry, looked up): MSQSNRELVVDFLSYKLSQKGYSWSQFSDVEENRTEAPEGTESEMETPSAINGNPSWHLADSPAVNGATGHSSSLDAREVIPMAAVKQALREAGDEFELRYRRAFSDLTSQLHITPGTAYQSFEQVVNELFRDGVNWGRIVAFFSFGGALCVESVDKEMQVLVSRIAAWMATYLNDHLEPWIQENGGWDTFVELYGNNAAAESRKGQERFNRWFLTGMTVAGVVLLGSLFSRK
CR mimetic SO = yeast age-related superoxide inhibition as caloric restriction mimetic; 0.18% of 330,000 active; S. cerevisiae aged cells, superoxide DHE fluorescence; stronger effect = lower value; AID 2690; superoxide response (% of plate mean), % at 10 µM;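 active means superoxide response under a set limit, about three screen SD below normal, cut at about 65% in these data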;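 further: yeast aged for seven days with compound at 30 °C before DHE staining; 100% = average MFI of all compound-treated wells on the plate with controls excluded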
MEX-5 binding = C. elegans MEX-5 TCR-2 RNA binding activity. Q9XUB2. MEX-5/FITC-TCR2 RNA binding, fluorescence polarization; stronger effect = lower value. activity score (negative = inhibition of binding), % at 10 µM. 0.38% of 300,000 active;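 active means inhibition past about -25% in most replicates, and total fluorescence under double the plate's negative control median, limit read from the data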;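 further: 0% = DMSO and -100% = 5 µM competing unlabeled TCR2 RNA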
GLD-1 TGE inh = GLD-1-TGE RNA interaction inhibition (C. elegans) | Q17339 | purified GLD-1 + fluorescein TGE RNA, fluorescence polarization | inhibition, % at 5.96 µM | 0.44% of 320,000 active | AID 2280;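 active means percent inhibition above a per-plate cutoff, the plate mean of test compounds plus 3 SD, cut at about 30% in these data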;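 further: 0% = DMSO wells with GLD-1 and probe and 100% = wells lacking GLD-1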
CIT2 TOR yeast = alters CIT2-GFP fluorescence in TOR pathway yeast screen | S. cerevisiae CIT2-GFP strain, flow cytometry, 3 h; 100 means same as DMSO wells | GFP response vs DMSO, % at 10 µM | 0.065% of 320,000 active;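 active means GFP response relative to DMSO above a set limit, near the screen mean plus 3 SD, cut at about 150% in these data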;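 further: ratio of well median GFP fluorescence to mean of DMSO wells on the plate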
AGP1-GFP MLPCN = alters AGP1-GFP fluorescence in TOR pathway yeast screen; 0.02% of 320,000 active; GFP response vs DMSO, % at 10 µM; S. cerevisiae AGP1-GFP multiplex flow cytometry, 3 h; GFP as percent of DMSO wells;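 active means GFP response relative to DMSO above a set limit, near screen average plus 3 SD, cut at about 150% in these data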;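 further: median GFP channel fluorescence of the gated AGP1 strain per well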
The depositor's hits bear a star; nt = no result given; [ ] = dose if it differs, or a comment. Not a hit list, and some 2.1% of all compounds hit somewhere here.

Results follow in this order: VLA-4 inh | MCL1-BIM inh | GRK2 aptamer HTS | Bcl-xL primary | CR mimetic SO | MEX-5 binding | GLD-1 TGE inh | CIT2 TOR yeast | AGP1-GFP MLPCN
Cc1cc(C)cc(NC(=O)CN2CCCN(S(=O)(=O)c3ccc(Br)s3)CC2)c1
 : 4.7 | 9.4 | 0.0 | 7.5 | 130.0 | 1.7 | 3.3 | 106.8 | 107.4
CN(Cc1ccc(F)cc1)C(=O)c1cccc(OC2CCN(C3CCCC3)CC2)c1
 : 10.3 | 12.6 | 0.0 | 10.3 | 84.0 | -3.2 | 2.8 | 101.8 | 102.5
CCN(CC)C(=O)c1[nH]cnc1C(=O)N[C@@H](Cc1ccccc1)C(=O)OC(C)(C)C
 : -0.3 | 4.2 | 0.0 | 3.6 | 113.2 | 0.6 | 3.2 | 67.5 | 76.8
C=CCn1c(C)cc(C(=O)COC(=O)[C@@H](NC(=O)c2ccccc2Cl)C(C)C)c1C
 : 19.9 | -7.4 | 2.0 | -0.1 | 110.2 | 0.6 | 7.2 | 94.7 | 92.7
COc1ccc(S(=O)(=O)n2ccnc2)c2cccnc12
 : 5.8 | -4.2 | 0.0 | 4.8 | 123.0 | 1.3 | 6.2 | 96.7 | 93.2
O=C(Nc1ccc(N2CCOCC2)c(F)c1)c1cccs1
 : -0.2 | 1.0 | 1.0 | 3.5 | 98.8 | 0.9 | 1.9 | 138.5[may fluoresce green] | 111.0[may fluoresce green]
COc1ccc(C2c3c(c(C)c(C)oc3=O)Oc3c(C)c(C)oc(=O)c32)cc1
 : -8.7 | 0.5 | 2.0 | 7.6 | 98.3 | nt | 7.5 | 109.9 | 98.2
Cc1ccc(NC(=O)CSc2n[nH]c(-c3ccccn3)n2)cc1
 : -9.0 | 4.3 | 0.0 | 2.6 | 92.2 | -1.4 | -0.5 | 106.0 | 98.5
COc1cc(CNS(=O)(=O)CCl)cc(OC)c1OC
 : -8.4 | -2.9 | 0.0 | 0.2 | 92.4 | nt | -4.2 | 98.8 | 97.6
COc1cc(C(=O)NCc2cccc3ccccc23)cc(Cl)c1OC
 : 19.5 | 2.2 | 0.0 | -0.2 | 105.8 | 1.2 | -9.6 | 95.9 | 101.2
COc1ccccc1N(C)S(=O)(=O)c1ccc(C(=O)NCCc2ccc(F)cc2)cc1
 : 15.1 | 9.1 | 0.0 | 5.9 | 91.4 | -3.2 | 0.8 | 100.7 | 105.0
COc1cc(C(=O)N2CCCN(c3nc4cc(C)ccc4cc3C#N)CC2)cc(OC)c1OC
 : -10.3 | 29.3 | 6.0 | 27.4 | 101.3 | -3.7 | 25.4 | 99.7 | 101.9
Nc1nc2ncc(C(=O)c3cc(F)ccc3O)cc2s1
 : 0.9 | -8.3 | 1.0 | -2.1 | 111.0 | -2.4 | -4.4 | 101.2 | 102.7
CCCn1c(C(CO)Nc2nc(C)cs2)nc2ccccc21 (stereo not given)
 : 16.4 | 2.7 | 0.0 | -1.9 | 96.0 | 4.0 | 1.2 | 69.3 | 77.5
CC(C)OC(=O)CSc1nnc(COc2ccc([N+](=O)[O-])cc2)n1C
 : 13.6 | -6.2 | 0.0 | 1.9 | 107.8 | 1.8 | 4.9 | 88.3 | 96.1
O=C1c2cccnc2C(Nc2ccc(F)c(Cl)c2)N1Cc1cccs1 (stereo not given)
 : -13.7 | 9.7 | 2.0 | 4.5 | 121.5 | -4.2 | -4.6 | 99.4 | 103.5
COc1ccc(C(=O)NCC(=O)OCc2ccc(F)cc2)cc1
 : 2.8 | -1.6 | 1.0 | 1.5 | 92.9 | -1.3 | -2.1 | 85.2 | 90.9
O=C(O)Cn1c(=O)n(Cc2ccccc2)c2ccccc21
 : -2.5 | nt | 0.0 | nt | 87.9 | -1.3 | nt | 105.2 | 98.7
CC(C)(C)C1CCC(OCC(O)CN2CCN(c3ccccn3)CC2)CC1 (stereo not given)
 : 10.2 | -8.0 | 2.0 | -7.2 | 100.0 | nt | 2.7 | 95.9 | 99.5
COc1ccc(N(C(=O)c2cnccn2)C(C(=O)NC2CCCCC2)c2ccc(Cl)cc2)cc1 (stereo not given)
 : 21.4 | -1.2 | 5.0 | 7.0 | 76.0 | -0.2 | 2.9 | 101.0 | 101.0
OC(CC#CCN1CCOCC1)(c1ccccc1)c1ccccc1
 : 4.0 | 4.3 | 2.0 | 5.3 | 99.2 | 1.0 | -1.1 | 104.6 | 103.6
COc1ccc(NS(=O)(=O)c2ccc3c(c2)NC(=O)CO3)c(OC)c1
 : 4.7 | 2.3 | 2.0 | 7.0 | 89.8 | -1.2 | 3.5 | 98.7 | 103.8
COc1cccc(-c2noc(-c3cccnc3)n2)c1
 : -10.6 | -1.4 | 2.0 | -2.7 | 98.7 | 1.0 | 2.9 | 101.6 | 100.2
COc1cccc(-n2c(=O)n(Cc3ccccc3)c(=O)c3[nH]cnc32)c1C
 : -7.0 | 1.8 | 1.0 | 3.6 | 118.4 | -0.5 | 2.9 | 98.2 | 98.8
O=C(Nc1ccc(S(=O)(=O)Nc2ccccn2)cc1)C(F)(F)F
 : 9.0 | -2.5 | 0.0 | -4.1 | 93.9 | -0.8 | -6.7 | 97.5 | 100.0
COc1ccc(NC(=O)CSc2nnc(-c3cc(C)[nH]n3)n2N)cc1
 : -1.8 | -3.6 | 4.0 | -0.5 | 75.7 | -1.2 | 0.8 | 98.2 | 99.3
O=C(Nc1ccc(CN2CCOCC2)cc1)c1ccco1
 : 24.0 | -3.6 | 1.0 | -3.4 | 95.1 | -3.0 | 4.7 | 115.7 | 107.0
COc1ccccc1NC(=O)C(C)OC(=O)CSCC(=O)Nc1cc(C)on1 (stereo not given)
 : -12.6 | -1.9 | 0.0 | 3.3 | 80.3 | nt | 9.2 | 88.3 | 91.2
Cc1ccc(Nc2n[nH]c(C)c2[N+](=O)[O-])c(C)c1
 : -5.4 | 5.6 | 1.0 | 5.1 | 114.7 | -5.1 | -2.0 | 95.6 | 98.7
O=C(c1cnn2ccccc12)N1CCCc2ccccc21
 : -0.1 | -3.8 | 0.0 | 0.5 | 97.6 | -0.6 | 3.9 | 88.3 | 97.5
COC(=O)c1ccc(NC(=S)N2CCN(Cc3ccccc3)CC2)cc1
 : 2.2 | 7.3 | 4.0 | -2.0 | 93.7 | 0.9 | 3.7 | 91.2 | 95.3
Cc1ccc(CNC(=O)C2CC(=O)N(CCC(C)C)C2)cc1 (stereo not given)
 : -0.2 | -3.5 | 0.0 | 0.2 | 105.4 | 1.7 | 6.3 | 98.7 | 100.2
CCCOc1ccc(C(O)(CCN2CCCCC2)c2ccccc2OC)cc1 (stereo not given)
 : 20.3 | 2.7 | 0.0 | 3.8 | 93.3 | 0.3 | -0.9 | 103.6 | 104.8
O=C(NC1CC1)c1sc2cc([N+](=O)[O-])ccc2c1Cl
 : 8.5 | 2.5 | 2.0 | 6.2 | 95.0 | -5.0 | -3.3 | 82.0 | 92.2
CC(CC(C)C(=O)Nc1ccccc1C(C)(C)C)C(=O)O (stereo not given)
 : 18.5 | -5.5 | 2.0 | 3.6 | 96.5 | 0.9 | -0.4 | 102.2 | 111.5
Cc1ccc(-n2c(N)c(S(=O)(=O)c3ccccc3)c3nc4ccccc4nc32)cc1
 : -7.6 | 6.0 | 1.0 | 2.6 | 107.9 | 1.1 | -2.1 | 99.2 | 95.3
CCCNC(=O)c1cc(-c2ccco2)on1
 : nt | -1.6 | 4.0 | 3.2 | 104.7 | 2.3 | -3.5 | 97.9 | 97.8
O=C(OCc1c(-c2ccccc2)ncc2ccccc12)c1ccco1
 : -2.2 | nt | 4.0 | nt | 86.5 | nt | 5.3 | 92.3 | 99.2
O=C(c1ccccc1)c1cccs1
 : 11.0 | 5.4 | 1.0 | 5.2 | 107.2 | -2.0 | 1.1 | 104.7 | 75.4
Cc1ccc2c(C)nc(Nc3nc(CSc4nnc(C)s4)cc(=O)[nH]3)nc2c1
 : 2.9 | 3.1 | 0.0 | -0.7 | 96.4 | nt | 1.7 | 98.0 | 101.3
Cc1cccc(CC(=O)Nc2ccon2)c1
 : -7.0 | 4.4 | 9.0 | 4.4 | 96.7 | -0.7 | -1.9 | 107.5 | 102.8
Cc1nc2ncnn2c(C)c1C/C=C/c1ccccc1
 : -2.4 | 3.0 | 0.0 | 7.5 | 106.4 | 0.4 | 2.6 | 91.8 | 96.1
N#CCSc1nnc(N)s1
 : 9.5 | -7.4 | 0.0 | 4.2 | 89.5 | -1.2 | -8.7 | 99.6 | 107.6
COc1ccc(Cl)cc1NC(=O)CC1S/C(=N/N=C2CCCCCC2)NC1=O (stereo not given)
 : -3.9 | 11.0 | 0.0 | 2.7 | 80.9 | -2.8 | -1.7 | 88.3 | 105.0
Cc1ccc(C(=O)CSc2nnnn2Cc2ccccc2)cc1C
 : 12.6 | -1.9 | 5.0 | 2.2 | 98.4 | 1.4 | 3.0 | 98.0 | 99.8
COC(=O)CCC(=O)Nc1ccc(NC(=O)CCC(=O)OC)cc1
 : 6.5 | -1.0 | 1.0 | 1.4 | 109.5 | 1.3 | -2.7 | 101.3 | 95.5
O=c1oc2ccccc2c2c1ncn2C1CCCCC1
 : -10.6 | 6.7 | 3.0 | 2.7 | 130.6 | -1.5 | 6.7 | 99.3 | 105.7
Cc1n[nH]c(=S)n(/N=C/c2cccc([N+](=O)[O-])c2)c1=O
 : 4.9 | 8.6 | 0.0 | 7.7 | 61.0* | 0.4 | 9.9 | 105.3 | 105.3
O=C(CN1CCCCCC1)NN(Cc1ccccc1)c1ccccc1
 : 1.8 | -1.4 | 0.0 | 4.1 | 113.3 | -2.5 | 4.9 | 113.0 | 79.0
Cc1ccccc1OCC(=O)NNC(=O)Nc1ccc(Cl)cc1
 : 20.5 | -4.2 | 1.0 | 4.0 | 105.1 | -1.1 | 10.4 | 93.3 | 95.6
CC(=O)Nc1ccc(NC(=O)CCNC(=O)c2ccccc2Cl)cc1
 : 10.3 | -14.4 | 0.0 | -6.8 | 118.5 | 0.5 | -6.5 | 97.8 | 98.4
Clc1ccc(CO/N=C/c2cccs2)cc1
 : 0.5 | -7.3 | 1.0 | -0.9 | 114.2 | -0.9 | -1.6 | 95.1 | 105.1
CC1=C(C(=O)Nc2ccc(C)cc2C)C(c2cccc([N+](=O)[O-])c2)n2nc(C(=O)OC(C)C)nc2N1 (stereo not given)
 : 18.0 | 2.2 | 0.0 | 1.0 | 107.4 | -2.4 | 7.3 | 98.8 | 104.2
CS(=O)(=O)N1N=C(c2ccc(Br)cc2)CC1c1ccc2c(c1)OCO2 (stereo not given)
 : -105.8 | 0.3 | 0.0 | 0.7 | 89.3 | nt | -3.1 | 114.8 | 108.3
O=C(CCl)c1ccc2c(c1)CCN2C(=O)C1CC1
 : 32.3 | -1.4 | 0.0 | 5.0 | 108.1 | 1.8 | 0.9 | 81.9 | 107.7
Cc1cccc(C(=O)NCCCNC(=O)c2cccnc2)c1
 : -5.6 | 2.2 | 0.0 | 1.1 | 105.5 | -1.9 | 3.5 | 108.6 | 107.7
Cc1cccc(N2CCN(C(=O)CCCCCn3c(=S)[nH]c4ccc(N5CCOCC5)cc4c3=O)CC2)c1C
 : 7.1 | 4.3 | 1.0 | 4.1 | 91.3 | -4.2 | 2.9 | 91.6 | 94.1
